# Screens as filed in PubChem.
# ELG1 genotox – induces genotoxicity in HEK293T cells with luciferase-tagged ELG1 | HEK293T ELG1-luciferase reporter, luminescence, 16 h | Potency, µM (top dose mostly 46 µM), without a hit: at the highest dose activity change, positive = activation, usual class: activators | 1.3% of 330,000 active | AID 504466; also: potency is read from the fitted curve at half-maximal effect; % of control where 0% means no effect; nearly all actives have a fitted effect of over 60% in size
#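 Quantitative HTS format in 1536-well plates. HEK293T ELG1-luciferase reporter cells receive test compound and are incubated 16 hr at 37 °C, 5% CO2; ONE-Glo added, 30 min room temperature, then luminescence read.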
# RORg inh – blocks mouse ROR gamma transcriptional activity. AID 2551. Drosophila S2 Gal4-RORgamma UAS-luciferase reporter, 20 h. P51450. Potency, µM (highest dose often 53.6 µM), without a hit: at the highest dose activity change, negative = inhibition, hits mostly inhibitors. 5.4% of 310,000 active; also: potency is read from the fitted curve at half-maximal effect; % is scaled to controls: 0 for no effect and ±100 for the full control effect; nearly all actives have a fitted effect of over 60% in size
# Target sequence (P51450 whole entry, looked up, the tested form may be a part): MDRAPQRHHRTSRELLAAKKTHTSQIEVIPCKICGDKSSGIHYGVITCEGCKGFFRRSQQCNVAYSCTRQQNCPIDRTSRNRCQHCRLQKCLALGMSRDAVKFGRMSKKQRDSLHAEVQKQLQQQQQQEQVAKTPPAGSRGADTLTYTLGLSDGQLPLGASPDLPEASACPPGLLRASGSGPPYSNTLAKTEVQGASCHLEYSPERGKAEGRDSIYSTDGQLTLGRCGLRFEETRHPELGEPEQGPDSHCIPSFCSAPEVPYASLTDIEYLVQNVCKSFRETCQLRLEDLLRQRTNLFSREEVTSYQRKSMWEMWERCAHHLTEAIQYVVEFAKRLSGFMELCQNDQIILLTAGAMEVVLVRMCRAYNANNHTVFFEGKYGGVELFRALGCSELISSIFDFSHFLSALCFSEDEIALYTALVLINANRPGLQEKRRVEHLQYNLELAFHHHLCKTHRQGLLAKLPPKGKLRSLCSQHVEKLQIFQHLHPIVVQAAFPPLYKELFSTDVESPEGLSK
#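 Stable Schneider cell line, Gal4 DNA-binding domain fused to ROR gamma, UAS-luciferase. Cmpd 1 hr RT → CuSO4 700 uM final → 20 hr RT → luciferase reagent 10 min → luminescence.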
# Menin MLL FP TR – inhibitors of human menin-MLL interaction, mutant MLL peptide | O00255 | 0.23% of 270,000 active | AID 1768 | Potency, µM (top dose mostly 61.6 µM), for the others: at the highest dose FP activity change, negative = inhibition, most hits filed as inhibitors | Menin + Texas Red MLL mutant peptide, fluorescence polarization; active = well fitted inhibition curve with a large enough effect in the polarisation, with a control signal flat, not every such curve was filed as active; inconclusive = small, poorly fitted or top-dose-only effect, or effect the other way, or a change in a side signal; inactive = no such curve, though single readings can be large or run the other way; the % refers to the polarisation; also: potency is read from the fitted curve at half-maximal effect; % of control where 0% means no effect; many of its hits are not listed in these tables
# Rab9 prom act – activators of Rab9 promoter; Huh7 Rab9 promoter-luciferase reporter, luminescence, 24 h; Potency, µM (highest dose often 9.22 µM), for inactives: at the top dose activation, negative = inhibition, most hits filed as activators; 2.8% of 320,000 active; also: potency is read from the fitted curve at half-maximal effect; % of control where 0% means no effect; nearly all actives have a fitted effect of over 60% in size
#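 Huh7 reporter line, Rab9 promoter upstream of luciferase. Compound exposure 24 h at 37 °C in reduced-serum medium with 10% FBS. Read-out: luminescence.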
# p53 reactivator – mutant p53 re-activation in reporter cells | H1299 p53-A138V BP100-luciferase reporter, luminescence, 24 h | Potency, µM (series often up to 92.2 µM), for inactives: at the top dose activity change, positive = activation, most hits filed as activators | 0.063% of 320,000 active | AID 504706; also: potency is read from the fitted curve at half-maximal effect; % of control where 0% means no effect; nearly all actives have a fitted effect of over 45% in size
#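 p53-null H1299 cells stably carrying temperature-sensitive p53-A138V and a BP100-luciferase reporter were pinned with compounds (4-point, 1:5 series) and held 24 hrs at 37 deg C. Luminescence was read 10 min after detection reagent.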
# PKM2 act – PKM2 (human) enzyme activation. P14618. purified PKM2, Kinase-Glo ATP luminescence, activation; response scale: 0% is enzyme alone, no compound. Potency, µM (highest dose often 57.5 µM), without a hit: at the top dose activation, usual class: activators. 0.34% of 260,000 active; also: potency is read from the fitted curve at half-maximal effect; % is scaled to controls: 0 for no effect and ±100 for the full control effect; nearly all actives have a fitted effect of over 55% in size
# Target sequence (P14618 whole entry, looked up): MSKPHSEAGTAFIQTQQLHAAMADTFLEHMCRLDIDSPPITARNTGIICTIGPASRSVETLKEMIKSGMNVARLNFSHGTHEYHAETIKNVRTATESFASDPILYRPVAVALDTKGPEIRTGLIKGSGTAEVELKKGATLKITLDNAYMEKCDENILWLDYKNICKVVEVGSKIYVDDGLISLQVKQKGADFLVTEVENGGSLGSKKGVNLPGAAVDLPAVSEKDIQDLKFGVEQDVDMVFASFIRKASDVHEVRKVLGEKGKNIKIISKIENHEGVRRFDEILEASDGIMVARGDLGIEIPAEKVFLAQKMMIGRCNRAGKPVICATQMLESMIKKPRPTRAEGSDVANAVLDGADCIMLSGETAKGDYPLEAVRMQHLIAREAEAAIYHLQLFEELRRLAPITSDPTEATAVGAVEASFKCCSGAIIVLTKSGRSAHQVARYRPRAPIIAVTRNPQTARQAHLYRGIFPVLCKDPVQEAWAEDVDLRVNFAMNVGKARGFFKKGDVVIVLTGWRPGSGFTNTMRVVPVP
#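 Purified hPK-M2 (>95%) run at intermediate activity with 0.1 mM ADP and 0.5 mM PEP in 50 mM imidazole pH 7.2, KCl, MgCl2; 1 h room temperature. ATP formed read by Kinase-Glo luminescence; normalized to uninhibited and no-enzyme controls.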
# FLuc modulator – inhibits or activates purified firefly luciferase, miR-21 counter-screen. P08659. purified FLuc, Km substrates, luminescence inhibition. Potency, µM (top dose mostly 57.5 µM), for the others: top-dose activity change, negative = inhibition, hits mostly inhibitors. 6.9% of 360,000 active;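 also: potency is read from the fitted curve at half-maximal effect; plate controls were vehicle for no effect and reference inhibitor for full effect; nearly all actives have a fitted effect of over 55% in size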
#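 Purified P. pyralis luciferase (10nM final) with 10uM D-luciferin and 10uM ATP (Km levels) in 50mM Tris acetate pH 7.5, 10mM Mg acetate, 0.01% Tween-20, 0.05% BSA; qHTS 6-point titration, ~60 µM downward; luminescence read.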
# BRCA1 expr act – BRCA1 expression activation. MCF7-BRCA1-FFLuc reporter, luminescence, 48 h; response scale: scaled: vehicle 0%, 10 µM genistein 100%. Potency, µM (series often up to 46.1 µM), for inactives: top-dose activation, actives largely listed as activators. 1.1% of 380,000 active. AID 624202; also: potency is read from the fitted curve at half-maximal effect; nearly all actives have a fitted effect of over 80% in size; some results filed as inactive show a strong effect at the top dose
#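 Activators of BRCA1 expression were detected as increased firefly luciferase luminescence in engineered MCF7 cells after 48 h compound incubation. Signals were scaled to genistein 10 microM as full activation.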
# VP16 counter – counter-screen for ROR gamma inhibitors: Gal4-VP16 reporter; 3.5% of 310,000 active; Potency, µM (series often up to 53.6 µM), for inactives: at the highest dose activity, negative = inhibition, actives largely listed as inhibitors; Drosophila S2 Gal4-VP16 UAS-luciferase, luminescence, 20 h; AID 2546;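 also: Gal4-VP16 expression switched on by copper sulfate through the metallothionein promoter; potency is read from the fitted curve at half-maximal effect; % is scaled to controls: 0 for no effect and ±100 for the full control effect; nearly all actives have a fitted effect of over 50% in size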
# Giardia killer – Giardia lamblia killing; Giardia lamblia trophozoite viability; activity change, % at 7.66 µM, hits read low; 0.15% of 340,000 active; in the data active = activity change below about -80%; inconclusive = between about -30% and that limit;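 also: parasites exposed to compound for two days anaerobically before the ATP read; % is scaled to controls: 0 for no effect and ±100 for the full control effect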
#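 Media and compound were dispensed first, then trophozoites at 100 cells/well; plates sat 48 hrs at 37 deg C without oxygen before ATP luminescence reagent was added and read after 15-30 min at room temperature.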
# NPC1 promoter act – NPC1 promoter activation; Huh7 NPC1 promoter luciferase reporter, 24 h; 2.4% of 320,000 active; AID 485313; Potency, µM (top dose mostly 9.22 µM), for inactives: at the top dose activation, usual class: activators;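 also: potency is read from the fitted curve at half-maximal effect; % of control where 0% means no effect; nearly all actives have a fitted effect of over 60% in size; reporter is driven by a mutant NPC1 promoter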
#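 Compounds in DMSO were transferred onto Huh7 NPC1-luciferase reporter cells pre-incubated 2 h; after 24 h at 37 °C, Amplite reagent was dispensed and luminescence recorded 10 min later.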
# Numbers without * were called inactive; ? = inconclusive; . = no result given; & = joins results of further samples; [ ] = remark or other dose. Unless noted, calls follow the shape of the dose curve; as a rule, active = well fitted curve in the direction sought with a large enough effect; inconclusive = small, poorly fitted or top-dose-only effect, or another doubt; inactive = no such curve, though single readings can be large; an effect the other way counts as inactive or inconclusive.
SMILES	Rab9 prom act	RORg inh	VP16 counter	BRCA1 expr act	ELG1 genotox	PKM2 act	p53 reactivator	FLuc modulator	NPC1 promoter act	Giardia killer	Menin MLL FP TR
COc1ccc(NC(=O)c2cc(-c3ccccc3Cl)no2)cc1	-3%	?	-11%	44%	8%	0%	16%	9.5µM*	1%	-1	-11%
C=CCn1c(-c2cccc(OC)c2OC)n[nH]c1=S	-22%	11µM*	?	-25%	-9%	1%	1%	-2%	-7%	-23	16%
CCc1nc2c(sc3nc(N4CCOCC4)c4c(c32)CC(C)(C)OC4)c(=O)o1	-2%	?	3%	.	-1%	2%	-2%	-1%	-1%	.	2%
CC(=O)CC(c1ccc([N+](=O)[O-])cc1)c1c(O)c2ccccc2oc1=O (configuration not stated)	-3%	2%	9%	6%	-4%	0%	-4%	?	-2%	-11	-2%
CCN(CC(=O)NCc1ccc(F)cc1)C(=O)/C=C/c1cc(OC)ccc1OC	0%	?	19%	-7%	2%	-1%	10%	-13%	1%	?	-27%
Cc1cc(C)c(S(=O)(=O)Nc2cccc(S(=O)(=O)NC3=NCCC3)c2)c(C)c1	-1%	19%	3%	-24%	0%	-49%	-1%	?	-1%	-1	-1%
N/C(=N\c1nc(CSc2nnnn2-c2ccccc2)cc(=O)[nH]1)Nc1ccccc1	2%	-3%	-10%	.	-3%	-22%	-3%	-1%	1%	.	-2%
N#CCCN(C(=O)CCl)c1cccc(Cl)c1	-42%[inhibitor]	13µM*	-27%	-65%	-11%	2%	-14%	4%	-14%	-5	0%
Cc1c(C)c2ccc(OCC(=O)N(C)C)c(C)c2oc1=O	-1%	1%	13%	0%	?	5%	8%	-16%	-1%	8	-14%
O=c1cc(C(F)(F)F)nc(-n2[nH]c3c(c2=O)CCCC3)[nH]1	0%	?	0%	-45%	-2%	7%	19%	-17%	1%	3	?
CCOC(=O)Cn1nc(C)cc1NC(=O)c1ccncc1	0%	-5%	8%	-14%	0%	.	1%	2%	1%	2	-1%
COCCCn1c(SCc2ccccc2)nc2cc(OC)c(OC)cc2c1=N	-2%	?	?	-56%	0%	-1%	0%	-1%	-1%	11	.
CCCn1c(SCC(=O)NC2CCCC2)nnc1-c1ccccn1	-1%	1%	-11%	17%	0%	-4%	-4%	1%	-3%	0	.
c1csc(-c2nc3c4ccccc4c4ccccc4c3[nH]2)c1	-7%	?	?	-80%	-13%	12%	0%	15µM*	-4%	-12	?
COc1ccc(Cl)cc1NC(=O)NCC1CCN(Cc2ccccc2F)CC1	-5%	14%	-15%	-31%	-10%	.	-5%	1%&4%	-2%	19	-8%
CCOC(=O)c1[nH]c(C)c(CC(C)C)c1C	9%	14%	6%	57%	14%	3%	4%	-13%	10%	-8	-11%
CCOC(=O)C1CCN(c2c(NC3CCCCCCC3)c(=O)c2=O)CC1	-3%	2%	-3%	4%	-3%	-17%	-14%	1%	0%	-5	-12%
Cc1nn(Cc2ccccc2)c2ncccc12	3%	5%	-2%	16%	-4%	-2%[11.5 µM]	27%	-13%	8%	30[activator]	2%
Cc1cc(C)c(S(=O)(=O)N2CCN(C(=O)CCn3nc(C)c(C)c3C)CC2)c(C)c1	1%	-16%	-2%	-18%	-6%	14µM*	3%	1%	-3%	20	?
Cc1cc(C)n(C(=O)CNc2cccc(Cl)c2C)n1	-1%	20%	-1%	-14%	2%	3%	5%	3%[2.3 µM]	0%	6	2%
NNC(=O)CCS(=O)(=O)c1ccc2ccccc2c1	-1%	-18%	-7%	-1%	2%	-8%	-10%	-4%	0%	11	2%
COc1ccc(-c2nc(C#N)c(N3CCN(c4ccccc4)CC3)o2)cc1	-3%	16%	-3%	-32%	0%	-9%	5%	-7%	0%	10	-12%
O=C1CCCC/C1=C/Nc1cccc(C(F)(F)F)c1	4%[1.84 µM]	?	-6%[10 µM]	-2%	19%	-1%	22%	?	-3%	-4	-1%
N#Cc1c2c(c(NCc3cccnc3)n3c1nc1ccccc13)CCC2	-6%	-16%	7%	-17%	0%	3%	3%	0%	0%	16	.
COc1ccccc1NC(=O)Nc1nn(C)c2cccc(N(C)C)c12	-3%	19%	-16%	-37%	-11%	3%	-3%	?	0%	7	.
COc1ccc(OC)c(/C=N/NC(=O)CCN2CCN(C(c3ccccc3)c3ccccc3)CC2)c1	3%	10µM*	?	-4%	-3%	-17%	10%	-6%	-3%	6	0%
O=C(c1cc(-c2ccc(O)cc2)on1)N1CCN(c2ccccc2)CC1	7%	-2%	7%	-31%	-14%	-1%	2%	?	-1%	5	62%[activator]
COc1ccc(C2NC(=O)NC(C)=C2C(=O)OCc2ccccc2)cc1 (configuration not stated)	2%	22%	4%	-43%	1%	-1%[11.5 µM]	-7%	3%	-2%	-24	-20%
CCCN(CC(=O)Nc1ccc(F)c(F)c1F)C(=O)C1=COCCO1	1%	.	.	12%	-2%	.	5%	2%	2%	7	.
Cc1cc(NC(=O)C2CC(=O)OC2c2ccccc2)no1 (configuration not stated)	-2%	?	-11%	-1%	2%	-1%	-2%	5%	-5%	-28	-15%
COCCn1c(-c2ccccc2)nc2c(c(=O)c3ccccc3n2C)c1=O	-10%	-2%	-20%	.	0%	-4%	-10%	7%	-10%	.	-3%
COc1ccc(C(=O)NC(=S)Nc2cccc3cc(O)ccc23)cc1OC	2%	-33%	-10%	-31%	-4%	-3%	-25%	-1%	-3%	-2	.
CCCNC(=O)OC[C@H]1O[C@H](CCO/N=C/[C@@H](OC)[C@H](C)/C=C/CC(=O)OC)C=C[C@@H]1Oc1ccc(OC)cc1	1%	?	6%	.	-1%	-1%	-1%	11%	-2%	.	?
O=C(Cc1c(C(=O)O)[nH]c2ccccc12)NCCN1CCN(c2ccccc2F)CC1	-3%	-3%	-24%	-2%	2%	-1%	-8%	2%	-4%	-8	-5%
CCOc1cc(CNCc2ccncc2)cc(Br)c1OCc1ccccc1F	-14%	33%	?	-41%	-14%	-5%	6%	-3%	-10%	-19	-5%
Cc1ccc(OCC(=O)NC(=S)Nc2cccc(NC(=O)c3ccc(Cl)cc3Cl)c2)cc1	-3%	-19%	-9%	-12%	0%	5%	0%	-1%	-8%	-4	?
Nc1nnc(CC(=O)N/N=C/c2ccccc2OCc2ccc(F)cc2)s1	-4%	27%	3%	23%	2%	-3%	18%	0%	-1%	-11	.
COc1ccc(-c2cccc(C(=O)N3CCOCC3)c2)cc1	?	-3%	-7%	48%	?	4%	12%	?	25%	0	?
CCN(CC)c1nc(C)c2c(c1C#N)CC(C)(C)OC2	-10%	-16%	7%	-23%	-2%	-1%	2%	6%	1%	-9	0%
Cc1ccc(S(=O)(=O)N2CCCCC2)cc1NC(=O)c1ccccn1	-6%	-6%	-8%	-2%	0%	-4%	-5%	2%	3%	3	.
Cc1cccc(OCCCCCN2CCOCC2)c1C	2%	?	-4%	-18%	-2%	0%[11.5 µM]	.	2%	8%	1	-26%
O=C(c1cccc(NS(=O)(=O)c2cccc(F)c2)c1)N1CCN(c2ccccc2)CC1	-11%	5%	-10%	-1%	-3%	-4%	2%	4%	0%	3	-8%
CCOCCCNC(=O)C(c1ccccc1)N(Cc1cccs1)C(=O)CNC(=O)c1ccccc1 (configuration not stated)	-10%	31%	-7%	-4%	-7%	-1%	-26%	3%	0%	-20	-14%
COc1ccc2c(c1)C(c1ccccc1)=NNC(c1ccco1)=N2	9%	-5%	-22%	13%	-2%	-12%	-5%	?	1%	-4	-1%
O=C(CSc1nnc2sc3ccccc3n12)N1CCN(c2ccccc2)CC1	1%	3%	-4%	-7%	0%	11%	-28%	-1%	-5%	5	-18%
Cc1ccc(CN(C)CCc2ccccn2)cc1	.	-8%	0%	0%	.	4%	.	-2%	.	2	-22%
COc1ccccc1OCc1ccc(C(=O)N/N=C/c2ccco2)cc1	-2%	?	?	-5%	-1%	3%	1%	-9%	-1%	-6	-9%
O=C(NC(Cc1c[nH]c2ccccc12)C(=O)O)c1cccs1 (configuration not stated)	22%	7%	1%	0%	-1%	-30%	2%	-20%	0%	10	18%
O=C(O)CSC(NC(=O)c1cccnc1)(C(F)(F)F)C(F)(F)F	1%	1%	-1%	0%	-11%	-4%	2%	0%	0%	2	1%
COc1ccc(NC(=O)CSc2nnc(Cc3cccs3)n2C)cc1	0%	.	.	-8%	1%	.	3%	-2%	1%	-9	.

# Some of the compounds tested, so the mix of outcomes need not match the whole.
